Screens from PubChem BioAssay.
MITF inh: MITF inhibitors, primary screen, biochemical, AlphaScreen, human | AlphaScreen MITF homodimerization, bead proximity signal | Microphthalmia-associated transcription factor (Homo sapiens), O75030 | inhibition, % at 2.6 µM | 0.91% of 650,000 active; in the data active = inhibition above about 50%;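 note: 0% = vehicle wells with protein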
Target sequence (O75030 whole entry, looked up): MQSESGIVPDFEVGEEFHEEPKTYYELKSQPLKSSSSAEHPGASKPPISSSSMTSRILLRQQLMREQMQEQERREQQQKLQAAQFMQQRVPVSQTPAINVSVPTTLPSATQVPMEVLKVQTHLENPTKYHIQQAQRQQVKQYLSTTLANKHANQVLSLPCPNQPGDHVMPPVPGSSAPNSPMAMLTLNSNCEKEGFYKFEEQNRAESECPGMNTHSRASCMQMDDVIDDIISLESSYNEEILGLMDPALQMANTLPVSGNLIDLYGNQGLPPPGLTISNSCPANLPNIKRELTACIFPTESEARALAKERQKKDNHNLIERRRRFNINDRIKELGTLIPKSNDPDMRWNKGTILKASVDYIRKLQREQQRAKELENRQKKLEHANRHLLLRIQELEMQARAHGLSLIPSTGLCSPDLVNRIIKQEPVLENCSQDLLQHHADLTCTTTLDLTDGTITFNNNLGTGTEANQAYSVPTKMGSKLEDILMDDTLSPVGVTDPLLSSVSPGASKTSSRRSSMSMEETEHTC
TEAD-YAP inh: TEAD-YAP interaction inhibition, primary screen, TEAD-YAP interaction inhibitor project, luminescence, HEK-TIYL cells. TEAD-Gal4/YAP UAS-luciferase luminescence. inhibition, % at 9.12 µM. 1.4% of 640,000 active; in the data active = inhibition above about 32%;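 note: 0% = median of test compound wells and 100% = reference inhibitor wells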
GPR151 activ: activators of human GPR151, primary screen, cell-based, PathHunter beta-arrestin, luminescence. activation, % at 11.2 µM. 1% of 650,000 active. PathHunter beta-arrestin GPR151 cells; in the data active = activation above about 4.9%;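 note: 0% = median of compound wells and 100% = cells with positive control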
Target sequence (Q8TDV0 whole entry, looked up): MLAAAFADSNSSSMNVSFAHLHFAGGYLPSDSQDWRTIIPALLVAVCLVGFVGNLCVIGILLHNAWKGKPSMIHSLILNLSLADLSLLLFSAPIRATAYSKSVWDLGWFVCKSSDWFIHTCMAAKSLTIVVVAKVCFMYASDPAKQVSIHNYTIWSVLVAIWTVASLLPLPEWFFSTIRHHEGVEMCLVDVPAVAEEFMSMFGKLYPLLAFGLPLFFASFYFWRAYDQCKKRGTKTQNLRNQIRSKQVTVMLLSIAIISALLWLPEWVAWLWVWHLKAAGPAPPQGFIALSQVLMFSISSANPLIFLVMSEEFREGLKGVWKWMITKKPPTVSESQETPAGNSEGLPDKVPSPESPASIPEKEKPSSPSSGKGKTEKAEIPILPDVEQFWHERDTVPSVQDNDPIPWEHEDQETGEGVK
FBW7 act: FBW7 E3 ligase activators, primary screen, biochemical, AlphaScreen, human | F-box/WD repeat-containing protein 7 (Homo sapiens), Q969H0 | AlphaScreen FBW7–phospho-cyclin E peptide binding, activator screen | normalized activity (activation), % at 26.1 µM | 0.13% of 650,000 active | AID 1259310, 2017; in the data active = normalized activity above about 1.9%;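 note: purified mutant Fbw7 with reduced substrate affinity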
* hit, by the source's call; & = joins results of further samples.

Compound	MITF inh	TEAD-YAP inh	GPR151 activ	FBW7 act
Cc1cc(=O)oc(C)c1C(=O)n1ccnc1	0.1	2.0	1.5	0.0
O=c1[nH]c2ccc(S(=O)(=O)N3CCOCC3)cc2s1	13.0	-1.9	-1.1	0.3
NC(=O)CSc1nc2cc3c(cc2c(=O)n1Cc1ccc(C(=O)N2CCN(c4ccccc4)CC2)cc1)OCO3	9.2	2.5	0.0	0.0
Cc1nc(Nc2cccc([N+](=O)[O-])c2)c2c3c(sc2n1)CCCC3	-9.3	-1.2	-1.0	0.2
CCN(C(=O)COC(=O)CNC(=O)c1ccc(C)s1)c1ccccc1	-3.0	-2.1	0.6	0.2
COc1nc(NCc2cccc(C(F)(F)F)c2)nc(-c2ccc(C(N)=O)cc2)n1	-1.5	-1.8	0.8	0.0
Cc1cc(C)cc(OCCCNC(C)(C)C)c1	-5.3	10.4	-0.3	-0.1
CC(=O)c1cccc(NC(=O)c2c[nH]c(=O)n(-c3ccc(C)cc3)c2=O)c1	-6.1	3.0	-0.5	-0.2
Fc1ccc(C2=NNC(=NC3CC3)SC2)cc1F	2.7	64.6*	-7.4	-0.4
Cc1cc2nccc(C3CCCN(C(=O)OC(C)(C)C)C3)n2n1 (centres undefined)	9.2	-10.5	-0.1	0.0
O=C(N/N=C/c1ccccc1Cl)c1ccc[n+]([O-])c1	-13.7	-2.7	0.8	0.0
CS(=O)(=O)Nc1ccc(S(=O)(=O)Nc2ccc(Br)cc2)cc1	16.1	-4.4	0.1	-0.1
COC(=O)c1ccc(NC(=O)COc2ccccc2C(C)(C)C)cc1	9.3	-8.2	-0.2	0.0
COc1ccc(-c2cn(N)c(N)n2)cc1	-2.3	2.6	-0.6	-0.2
COc1ccc(N2C(=O)c3cc(N4CCC5(CC4)OCCO5)c([N+](=O)[O-])cc3C2=O)c(OC)c1	14.8	-2.6	-0.6	0.0
COc1ccc(C2=NOC(C(=O)NC(C)C)C2)cc1 (centres undefined)	-11.1	-11.2	0.5	0.1
CC1c2cccn2CCN1Cc1ccc(C(=O)NCc2ccsc2)c(=O)[nH]1 (centres undefined)	-0.2	-0.6	0.4	-0.1
O=c1c2ccccc2nc(SCc2ccccc2Cl)n1CCn1c(SCc2ccccc2Cl)nc2ccccc2c1=O	-4.4	1.3	-2.0	-0.1
C/C(CN1C(=O)CCC1=O)=N\NC(=O)c1cc([N+](=O)[O-])cc([N+](=O)[O-])c1	-2.4	4.8	0.7	0.1
CCN(C(=O)c1cc2ccccc2oc1=O)c1cccc(C)c1	8.0	-1.4	-0.2	0.0
Nc1c(C(=O)c2cccs2)sc2nc3c(cc12)CCC3	-1.3	-65.5	-1.3	-0.1
COC(=O)CNC(=O)c1coc2ccccc2c1=O	-5.2	4.7	-0.9	0.0
Cc1ccc(/C(O)=C2/C(=O)C(=O)N(CCC(=O)O)C2c2ccc(F)cc2)cc1 (centres undefined)	21.5	-1.0	-0.8	0.6
COc1ccc(S(=O)(=O)N(CCc2ccccc2)CC(=O)NCc2ccccc2)cc1OC	0.9	2.1	0.8	0.1

Some entries already given with just GPR151 activ, FBW7 act and MITF inh.
smiles,GPR151 activ,FBW7 act,MITF inh
COC(=O)c1ccc(NC(=O)COc2ccccc2C(C)(C)C)cc1,-0.2,0.0,9.3
O=c1c2ccccc2nc(SCc2ccccc2Cl)n1CCn1c(SCc2ccccc2Cl)nc2ccccc2c1=O,-2.0,-0.1,-4.4
CCN(C(=O)c1cc2ccccc2oc1=O)c1cccc(C)c1,-0.2,0.0,8.0
Cc1ccc(/C(O)=C2/C(=O)C(=O)N(CCC(=O)O)C2c2ccc(F)cc2)cc1 (centres undefined),-0.8,0.6,21.5

Next part
Compound	MITF inh	TEAD-YAP inh	GPR151 activ	FBW7 act
O=C(c1cc(Cc2ccccc2Cl)no1)N1CCCC1c1nccs1 (centres undefined)	12.5	-14.8	0.0	0.6
CC(=O)NCC(=O)OCC(=O)c1ccc([N+](=O)[O-])cc1	16.8	4.4	1.4	-0.1
COc1cccc(/C=C/c2nc3ccccc3c(=O)n2-c2cccc(Cl)c2C)c1OC	-10.8	-7.9	-1.0	-0.2
O=C(Nc1nccs1)c1cc(-c2ccccc2)n[nH]1	10.7	2.0	0.1	0.2
CCOC(=O)C(=O)CC(=O)c1ccc2c(c1)OCCO2	9.7	4.6	-1.1	0.3
O=C(CCc1nnc(CCc2c[nH]c3ccccc23)o1)N1CCCCC1CCn1cccn1 (centres undefined)	-3.0	-29.6	1.2	-0.2
O=C(Nc1ccccc1C(F)(F)F)c1c(O)c2ccccc2[nH]c1=O	-1.0	-7.0	0.5	-0.1
CC(=O)c1ccc(OCCCC(=O)Nc2ccccc2F)cc1	8.4	-0.2	0.4	0.2
CCOC(=O)C1=C(C)NC(=O)NC1c1cc(Br)c(OC(C)=O)c(OC)c1 (centres undefined)	9.2	-10.7	-0.3	0.1
NC(=O)c1ccc(-c2nc(NCc3ccccc3)c3[nH]cnc3n2)cc1	-4.8	8.5	1.5	0.2
Cc1nc(-c2ccccc2)sc1C(=O)N1CCN(c2cc(-n3ccnc3)ncn2)CC1	6.9	16.4	3.0	0.3
O=C1CCCN1CCn1cnc2c(Nc3ccccc3)nc(Nc3ccc(N4CCOCC4)cc3)nc21	-6.4	-13.7	-0.1	-0.2
Cc1noc(C)c1S(=O)(=O)N1CCCC(C(=O)Nc2ccc(Cl)cc2)C1 (centres undefined)	-1.7	-5.0	0.8	0.0
O=S1(=O)N=C(N2CCN(c3ccccc3F)CC2)c2ccccc21	-2.9	-6.6	-0.8	0.0
O=C(COc1ccccc1)NC(=S)Nc1cccc([N+](=O)[O-])c1	20.5	-13.4	0.3	0.8
COc1cc(C2C3=C(CC(c4ccc(C(C)(C)C)cc4)CC3=O)Nc3ccccc3N2C(C)=O)cc(OC)c1OC (centres undefined)	16.9	7.0	0.7	0.1
Cc1cccc(C)c1NC(=O)COC(=O)c1cc(=O)c2ccccc2o1	4.9	6.5	1.8	0.0
N#Cc1cccc(NC(=O)N2CCc3nc(N4CCCCC4)[nH]c(=O)c3C2)c1	0.0	4.8	1.1	-0.1
O=C(CNC(=O)c1cccc([N+](=O)[O-])c1)OCC(=O)c1ccccc1	-4.6	-1.2	0.5	0.1
CCOC(=O)C1(Cc2ccccc2)CCCN(Cc2ccncc2)C1 (centres undefined)	-7.0	4.3	-1.8	-0.1
Cc1sc2ncn(CC(=O)Nc3ccc(F)cc3F)c(=O)c2c1C	-0.7	2.5	1.1	0.4
COC(=O)c1c(C)oc2cc(Br)c(OCc3cccc(Cl)c3)cc12	-19.8	-9.7	1.3	0.0
O=C(OCC(=O)c1c[nH]c2ccccc12)c1cnc(Cl)c(Cl)c1	8.8	19.0	1.2	0.2
COC(=O)CCNC(=O)N1CCOc2ccc(Cl)cc21	-8.1	-6.8	0.1	0.0
CNC(=O)[C@@H]1C[C@@H](NCc2cccc(OC)c2)CN1Cc1ccc2ccccc2c1	3.0	3.8	1.7	-0.2
COc1cccc(CNc2n[nH]c3nc(C)cc(C)c23)c1O	8.3	-19.2	-0.3	0.0
Cc1ccccc1NC(=O)/C=C/c1ccc([N+](=O)[O-])s1	-14.4	-20.0	-1.0	-0.1
O=C(Nc1cc(C(=O)N2CCCCCC2)ccc1N1CC2CC(C1)c1cccc(=O)n1C2)c1ccc(F)cc1 (centres undefined)	-2.1	-6.9	0.1	0.0
CCOC(=O)CN1CC23C=CC(O2)C(C(=O)NC2CCCC2)C3C1=O (centres undefined)	6.8	2.9	-1.5	0.5
COc1ccc(C(CC(=O)N2CCc3ccccc32)NS(=O)(=O)c2ccc(C)cc2)cc1 (centres undefined)	-5.7	-1.5	0.8	0.2
Oc1c(C(Nc2nccs2)c2cccs2)ccc2cccnc12 (centres undefined)	32.7	25.9	-2.1	-1.3
COC(=O)c1cc(NS(=O)(=O)CC23CCC(CC2=O)C3(C)C)cc(C(=O)OC)c1 (centres undefined)	-0.6	-3.2	-1.3	0.0
O=C(COc1ccccc1)n1nc(-c2ccccc2)nc1NCc1ccco1	-7.6	-26.5	0.2	0.0
CN1CCN(c2nc(Nc3ccc(F)cc3)c3cn[nH]c3n2)CC1	-0.6	-11.2	-0.5	-0.1
CCN(Cc1ccncc1)C1CCCN(C(=O)NCc2ccccc2)C1 (centres undefined)	11.3	4.5	-0.9	0.2
COc1ccc(/C=C2/N=C(c3ccc(OC)c(OC)c3)OC2=O)c(OC)c1	1.0	9.0	-0.3	0.0
Nn1cnn2c(SCC(=O)Nc3nc4ccccc4s3)nnc12	-8.1	9.2	0.4	0.1
c1ccc(C2=NNC3(S2)C2CC4CC(C2)CC3C4)cc1 (centres undefined)	17.5	-29.8	-0.8	0.9
O=C(Nc1ccc(F)c(F)c1)c1ccc(Br)cc1	-5.7	-49.2	0.1	0.1
Cc1cccc(OCC(O)Cn2c(NCCO)nc3c2c(=O)[nH]c(=O)n3C)c1 (centres undefined)	14.2	4.3	-0.4	-0.1
O=C1c2ccc(Br)cc2C(=O)N1CNc1ccc(Cl)c(Cl)c1	-2.5	9.5	-0.8	0.0
CCOC(=O)c1c(NC(=O)CCc2ccccc2)sc(C(=O)Nc2cccc(Cl)c2C)c1C	12.0	-1.6	-0.7	0.1
CC(=O)NC(CC(C)C)c1nnc2n1CCN(C(=O)CCc1cccs1)CC2 (centres undefined)	-8.9	-13.4	0.1	-0.1
CCOc1cc(-c2noc(N)c2C(=O)OC)cc(OCC)c1OCC	0.4	4.8	-0.9	0.1
Cc1cccc(C)c1-n1[nH]nnc1=S	-0.6	7.5	-0.5	0.2
Cc1ccnc(NC(=O)NCc2noc3ccccc23)c1	-12.3	-28.8	0.1	-0.3
CNC(=O)CSc1nnc(C(F)(F)F)n1N	2.7	-3.0	-1.8	-0.1
CCOc1ccccc1NC(=O)CN1C(=O)CC(c2ccc(OC)c(OC)c2)Sc2ccccc21 (centres undefined)	3.1	-13.9	-2.8	-0.1
O=C(N/N=C/c1ccc(F)cc1F)c1cccnc1	-0.2	-10.5	-0.5	-0.1
CC(C)(C)NS(=O)(=O)c1ccc(NC(=O)COc2ccc([N+](=O)[O-])cc2)cc1	-5.7	-1.2	0.8	-0.1
COc1ccc(CNS(=O)(=O)c2ccc(F)c(C(=O)Nc3cc(C)cc(C)c3)c2)cc1	18.2	10.8	-2.1	0.7
Nn1c(SCC(=O)Nc2cccc(C(F)(F)F)c2)nncc1=O	0.2	6.9	-1.6	-0.1
CCN1C(=O)CC(C(=O)OC)C12CCN(C(=O)c1ccsc1)CC2 (centres undefined)	17.1	-1.9	0.9	-0.1
CC1=C(C(=O)OC(C)(C)C)C(c2ccccc2C)C(C#N)=C(N)O1 (centres undefined)	14.3	10.3	-0.6	0.1
CSc1ncc(CN2CCC(C(=O)Nc3cccc(-c4ccn[nH]4)c3)CC2)cn1	-1.1	-2.6	-1.3	-0.1
COCCN=C1Sc2nc3cc4c(cc3cc2CN1Cc1ccco1)OCO4	2.1	0.8	-2.0	-0.1
COC(=O)N/N=C/c1ccc(Sc2ccc(C)cc2)o1	7.2	-1.4	0.8	0.0
COc1ccccc1CNc1nc(C)nc2sc3c(c12)CCC3	-4.4	1.2	-0.2	-0.1
COc1ccccc1NC(=O)C1CC12CCN(Cc1ccc(CN3CCCC3)s1)CC2 (centres undefined)	0.2	0.5	1.8	0.1
O=S(=O)(c1ccc(Cl)cc1)N1CCOCC1	2.4	-3.1	1.5	0.1

New compounds follow:
Compound	MITF inh	TEAD-YAP inh	GPR151 activ	FBW7 act
O=C1C(=O)N(CCN2CCOCC2)c2ccccc21	5.1	-7.1	-1.2	0.4
Cc1c(C(=O)NNC(=S)NCC2CCCO2)oc2ccccc12 (centres undefined)	-4.3	-10.2	1.6	-0.2
Cc1ccc2nc(C)cc(NCCO)c2c1	12.8	1.3	0.4	0.6
CCOC(=O)C1=C(C)NC2=C(C(=O)CCC2)C1c1ccc(N(CC)CC)cc1 (centres undefined)	-2.8&4.5	-4.4&-0.7	-1.1&-0.6	-0.1&0.5
COc1cccc(C(C)NC(=O)Nc2cc(Cl)ccc2OC)c1 (centres undefined)	5.1	2.7	-0.4	-0.1
O=C(NC1CCCCC1)N1CCc2nc(-c3cccnc3)nc(N3CCCCCC3)c2C1	12.3	-17.5	2.9	0.0
CCOC(=O)C1CCN(C2CCC(=O)N(Cc3ccc(OC)cc3)CC2)CC1 (centres undefined)	-5.0	3.6	-1.1	-0.1
CC1(C)Cc2ccccc2C(NNC(=O)c2ccc(Br)cc2)=N1	10.2	9.7	-0.1	0.1
COc1cccc(C2Nc3ccccc3C(c3ccccc3)(c3ccccc3)O2)c1OC (centres undefined)	17.1	9.1	-0.2	0.2
COCCn1nnnc1CN1CCN2CCCC2C1 (centres undefined)	49.7	0.7	1.0	-0.1
O=C(O)C1CCN(c2nc3ncccc3nc2-c2ccccc2)CC1	-0.9	-1.6	-0.4	-0.1
CCOc1ccccc1OCCN1CCCC1	74.9*	6.8	-0.2	0.9
O=c1c2ccccc2nc(/C=C/c2cc(Br)ccc2O)n1CCO	9.7	-15.4	-0.6	0.0
CCc1ccccc1NC(=S)N1CCC(N(C)CCN2CCOCC2)CC1	-2.6	4.9	0.1	0.6
